High-throughput results (PubChem)
DAGLB inh – blocks human DAGLB lipase activity; actives 0.059% (n = 340,000); HEK293T DAGLB membrane lysate, EnzChek fluorogenic substrate; inhibition, % at 5.17 µM; AID 504411; in the data active = inhibition above about 34%;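 also: 0% = enzyme with vehicle and 100% = wells lacking enzyme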
HTR5A ag – activates human HTR5A in OPRM1-OPRD1 agonist counter-screen. HTR5A agonist assay, luminescence, cell-based. activation, % at 9.3 µM. P47898. actives 0.61% (n = 340,000); in the data active = activation mostly above about 9.5%, no sharp cut-off; inactive = mostly below about 7.6%;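 also: 0% = cells with vehicle only and 100% = reference agonist; strong numbers were not always called active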
Target sequence (P47898 whole entry, looked up): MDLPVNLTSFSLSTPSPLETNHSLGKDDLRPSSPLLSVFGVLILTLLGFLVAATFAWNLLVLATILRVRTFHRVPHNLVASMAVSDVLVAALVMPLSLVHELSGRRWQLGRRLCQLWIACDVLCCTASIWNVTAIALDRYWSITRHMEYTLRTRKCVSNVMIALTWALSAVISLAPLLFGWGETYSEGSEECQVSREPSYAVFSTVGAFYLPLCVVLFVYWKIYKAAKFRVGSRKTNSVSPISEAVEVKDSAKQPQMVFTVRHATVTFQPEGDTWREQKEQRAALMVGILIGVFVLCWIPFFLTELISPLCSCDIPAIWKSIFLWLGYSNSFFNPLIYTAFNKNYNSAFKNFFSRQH
PKA-R1A act – activators of PKA-R1A complex; P00514+P68181; PKA-R1A dissociation, Cy5-IP20 fluorescence polarization; scaled: DMSO 0%, 113 µM cGMP 100%; activation, % at 11.4 µM; actives 0.083% (n = 340,000);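 active = percent activation above the mean of all tested compounds plus 3 SD, cut at about 19% in these data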;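 also: higher means more PKAc released from R1A so a rise in polarization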
PKA-R2B act – activators of human PKA-R2B complex. P22694+P31323. PKA-R2B holoenzyme dissociation, Cy5-IP20 fluorescence polarization; R2B truncated from residue 108, S112A mutant; 0% DMSO only, 100% 113 µM cGMP. activation, % at 11.4 µM. actives 0.079% (n = 340,000);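 active = activation above a cutoff set at the mean over all compounds plus 3 SD, cut at about 18% in these data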;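 also: higher means more holoenzyme dissociation and a rise in polarization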
Target sequence (P31323 whole entry, looked up, other chains not shown, the tested form may be a part): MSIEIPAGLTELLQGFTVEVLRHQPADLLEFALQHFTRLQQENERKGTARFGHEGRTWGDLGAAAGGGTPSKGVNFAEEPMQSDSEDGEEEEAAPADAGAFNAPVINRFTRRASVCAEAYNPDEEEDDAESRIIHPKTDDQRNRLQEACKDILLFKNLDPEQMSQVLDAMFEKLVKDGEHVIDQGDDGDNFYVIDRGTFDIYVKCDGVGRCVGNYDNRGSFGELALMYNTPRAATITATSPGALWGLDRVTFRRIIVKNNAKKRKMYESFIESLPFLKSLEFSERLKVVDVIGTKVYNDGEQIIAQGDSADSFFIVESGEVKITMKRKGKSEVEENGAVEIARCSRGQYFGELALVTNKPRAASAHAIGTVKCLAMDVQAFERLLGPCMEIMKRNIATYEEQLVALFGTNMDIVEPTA
OPRM1-OPRD1 inv – inverse agonist of human OPRM1-OPRD1 heterodimerization | P35372+P41143 | inhibition, % at 9.3 µM | actives 0.21% (n = 340,000) | AID 504357 | cell-based MOR-DOR heterodimer luminescence, inverse agonism; in the data active = inhibition above about 22%, passing the limit was not always enough;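 also: 0% = cells with DMSO and 100% = wells without cells with DMSO; values of inactives mirror those of a sister screen read the other way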
Arr AP2 block – inhibitors of human beta-arrestin and AP2 interaction; actives 0.31% (n = 340,000); FITC-arrestin peptide / GST-AP2 beads, flow cytometry; AP2 beta2 appendage carries R879A mutation; AID 504490; inhibition, % at 10 µM;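 active = inhibition above a set limit, near 3 SD of compounds lacking own fluorescence, cut at about 54% in these data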;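 also: plate controls were DMSO wells for no effect and 5 µM unlabelled arrestin peptide for full effect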
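system = GST-tagged AP2 beta2-adaptin appendage (R879A) on 4 µm glutathione beads | reagent = FITC-labelled arrestin peptide probe, 50 nM final | schedule = compound with beads 12 min RT, then probe 1 h RT | signal = HyperCyt-sampled flow cytometry, FL1 channel, ex 488/em 535 nm | read-out = percent response from loss of bead-bound FITC fluorescence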
OPRM1-OPRD1 ag – agonists of human mu-delta opioid receptor heterodimerization | cells, OPRM1-OPRD1 heterodimerization, luminescence | activation, % at 9.3 µM | P35372+P41143 | actives 0.3% (n = 340,000); in the data active = activation above about 18%;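 also: 0% = vehicle-treated cells and 100% = reference agonist; values of inactives mirror those of a sister screen read the other way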
HTR5A inv ag – HTR5A inverse agonism, opioid heterodimer counter-screen; P47898; inhibition, % at 9.3 µM; HTR5A cell line, luminescence; actives 0.083% (n = 340,000); AID 504634; in the data active = inhibition mostly above about 23%, no sharp cut-off; inactive = mostly below about 18%;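 also: 0% = cells with DMSO and 100% = no-cell wells with DMSO; some compounds called inactive have numbers as strong as hits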
DSG3 Ab inh – inhibitors of pemphigus antibody binding to human desmoglein-3. P32926. DSG3-coupled beads, scFv-anti-DSG3-GFP binding, flow cytometry; stronger effect = lower value. binding (percent of control), % at 10 µM. actives 0.48% (n = 310,000);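 active = binding more than 3 SD below its plate's average and above zero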;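 also: hits lower antibody fragment binding to DSG3; some compounds called inactive have numbers as strong as hits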
V-ATPase pH – regulators of yeast V-ATPase proton transport | S. cerevisiae, pHLuorin cytosolic pH fluorescence | response, % at 10 µM | actives 0.37% (n = 350,000) | AID 504577; in the data active = response mostly above about 7.3%, no sharp cut-off; inactive = mostly below about 5.4%; also: actives read high; inactives centre near 0; some compounds called inactive have numbers as strong as hits; reference of the scale not given here
Numbers without * were called inactive; . = no result given. No enrichment for hits. About 2.4% of those tested had a hit in this group.

Start of the data: the first 5 entries (preview)
no.	Compound	DAGLB inh	HTR5A ag	PKA-R1A act	PKA-R2B act	OPRM1-OPRD1 inv	Arr AP2 block	OPRM1-OPRD1 ag	HTR5A inv ag	DSG3 Ab inh	V-ATPase pH
1	CCOC(=O)CC(=O)COc1nc2cc3c(nc2o1)CCCC3	-1	3	4	5	7	10	-1.4	-13	124	3
2	Cc1cccc(N2CCN(C(=O)c3ccc4nccnc4c3)CC2C)c1 (configuration not stated)	-5	2	1	5	12	-4	-2.4	-9	120	-2
3	CN(C)c1ccc(C(C(=O)NCC2CCCO2)N(C(=O)c2snc(C(N)=O)c2N)c2ccc3c(c2)OCO3)cc1 (configuration not stated)	-1	-4	-3	3	11	3	-1.6	0	94	-1
4	NC(=O)NC(Cc1ccccc1)C(=O)Nc1ccc(S(N)(=O)=O)cc1 (configuration not stated)	1	-4	0	-1	10	3	-2.4	9	.	5
5	COc1cccc(-n2c(-c3cccc(S(=O)(=O)N(C)C)c3)n[nH]c2=S)c1	-1	-2	4	-5	5	-6	-1.0	6	110	1

The listing (from the top)
no.	Compound	DAGLB inh	HTR5A ag	PKA-R1A act	PKA-R2B act	OPRM1-OPRD1 inv	Arr AP2 block	OPRM1-OPRD1 ag	HTR5A inv ag	DSG3 Ab inh	V-ATPase pH
1	CCOC(=O)CC(=O)COc1nc2cc3c(nc2o1)CCCC3	-1	3	4	5	7	10	-1.4	-13	124	3
2	Cc1cccc(N2CCN(C(=O)c3ccc4nccnc4c3)CC2C)c1 (configuration not stated)	-5	2	1	5	12	-4	-2.4	-9	120	-2
3	CN(C)c1ccc(C(C(=O)NCC2CCCO2)N(C(=O)c2snc(C(N)=O)c2N)c2ccc3c(c2)OCO3)cc1 (configuration not stated)	-1	-4	-3	3	11	3	-1.6	0	94	-1
4	NC(=O)NC(Cc1ccccc1)C(=O)Nc1ccc(S(N)(=O)=O)cc1 (configuration not stated)	1	-4	0	-1	10	3	-2.4	9	.	5
5	COc1cccc(-n2c(-c3cccc(S(=O)(=O)N(C)C)c3)n[nH]c2=S)c1	-1	-2	4	-5	5	-6	-1.0	6	110	1
6	Cc1ccc(NC(=O)C2CCN(S(=O)(=O)c3c(C)noc3C)CC2)cc1C	0	-2	5	0	14	5	-2.6	6	100	0
7	COCC(C)NC(=O)CSc1ncnc2sc(-c3ccccc3)cc12 (configuration not stated)	-2	6	-7	-6	10	-2	-1.8	-17	103	-2
8	OCCC1CN(Cc2cnc(-c3ccccc3)s2)CCN1C1CCCCC1 (configuration not stated)	0	4	11	-3	11	1	-2.1	-24	101	-5
9	CCC(Oc1ccccc1)C(=O)NCc1ccc(S(N)(=O)=O)cc1 (configuration not stated)	-1	6	-16	6	7	27	-1.2	-19	105	-6
10	O=C(Cc1ccc(Cl)cc1)NCc1nc(-c2ccccc2)no1	-6	-3	-5	3	5	19	-1.1	7	117	-5
11	COC(=O)c1ccc(CNC(=O)COC(=O)Cc2ccsc2)cc1	-4	3	-12	2	16	42	-3.1	-9	101	-3
12	Cc1cc(C)nc(SCC(=O)c2ccc(C)c(C)c2)n1	-10	1	-4	-10	7	-4	-1.3	-3	112	-2
13	CCCn1cnc2cc(NCc3ccc(Br)cc3)ccc21	4	-1	-4	0	19	-14	-4.2	5	104	3
14	Cc1c(CC(=O)O)c(=O)oc2cc(OCc3ccc(Cl)cc3)ccc12	1	-2	-7	4	0	26	-0.1	9	112	1
15	CN(C)S(=O)(=O)c1ccc(N2CCCC2)c(C(=O)Nc2nc(-c3ccc(F)cc3)cs2)c1	0	3	3	-4	-7	-6	1.4	-9	101	3
16	COc1ccc2nc(NC(=O)CCNC(=O)c3ccccc3Cl)sc2c1	-2	1	8	12	12	-3	-2.5	0	95	1
17	O=C(COC(=O)c1c2c(nc3ccccc13)CCN(Cc1ccccc1)C2)Nc1c(F)cccc1F	-2	5	1	-17	-17	-3	3.1	-17	115	-1
18	COc1ccc(C(=O)CSc2nccn2C)cc1	-1	2	-8	-4	-12	30	1.5	-1	101	-2
19	O=C(CN(C(=O)c1csnn1)c1cccc2ccccc12)NCc1ccc(F)cc1	-1	-5	-9	-3	-1	-6	0.2	12	102	0
20	COc1ccccc1N1CCN(CC(O)COc2ccc(S(=O)(=O)N3CCOCC3)cc2)CC1 (configuration not stated)	-1	3	3	-3	8	21	-1.5	-7	97	0

Down the list, from the results shown.
HTR5A ag, compounds 8–19 → 4, 6, -3, 3, 1, -1, -2, 3, 1, 5, 2, -5
DSG3 Ab inh, compounds 8–19 → 101, 105, 117, 101, 112, 104, 112, 101, 95, 115, 101, 102

Records 2 to 3, quoted:
no.	Compound	DAGLB inh	HTR5A ag	PKA-R1A act	PKA-R2B act	OPRM1-OPRD1 inv	Arr AP2 block	OPRM1-OPRD1 ag	HTR5A inv ag	DSG3 Ab inh	V-ATPase pH
2	Cc1cccc(N2CCN(C(=O)c3ccc4nccnc4c3)CC2C)c1 (configuration not stated)	-5	2	1	5	12	-4	-2.4	-9	120	-2
3	CN(C)c1ccc(C(C(=O)NCC2CCCO2)N(C(=O)c2snc(C(N)=O)c2N)c2ccc3c(c2)OCO3)cc1 (configuration not stated)	-1	-4	-3	3	11	3	-1.6	0	94	-1

New compounds follow.
no.	Compound	DAGLB inh	HTR5A ag	PKA-R1A act	PKA-R2B act	OPRM1-OPRD1 inv	Arr AP2 block	OPRM1-OPRD1 ag	HTR5A inv ag	DSG3 Ab inh	V-ATPase pH
21	O=C1CN(C(=O)COc2ccc(Cl)cc2Cl)c2ccccc2N1	-1	-2	2	7	-2	-9	0.4	5	112	-2
22	CC1CN(c2nnc(NC(=O)c3ccccc3)s2)CC(C)O1 (configuration not stated)	-1	-3	-5	-5	3	0	-0.6	-24	108	-2
23	COC(=O)Cc1ccc(NC(=O)c2cccs2)cc1	-4	-4	-3	13	8	0	-1.6	22	99	-1
24	CC(C)Oc1ccc(CNC(=O)CCC(=O)N2CC(C)Sc3ccccc32)cc1 (configuration not stated)	-6	1	0	8	-1	8	0.3	-3	112	2
25	Cc1ccc(NC2=CC(=O)CC(c3ccco3)C2)c(N)c1 (configuration not stated)	1	6	-2	2	1	34	-0.2	-16	105	2
26	Cc1cc(C)c2c(n1)nn1c(C)c(CCC(=O)NCc3ccco3)c(C)nc21	1	-2	-6	-7	10	15	-1.9	5	100	-2
27	COC(=O)CCc1c(C)c(C(=O)c2cc(OC)c(OC)c(OC)c2)c2ccccn12	-2	2	-6	-9	12	20	-2.1	-10	95	-2
28	CS(=O)(=O)c1ccc(C(=O)N2CC(=O)Nc3ccccc32)cc1	2	8	3	-4	-12	3	1.7	-14	107	0
29	Cn1cc(C(=O)C(=O)N2CCCCC2)c2ccccc21	1	4	-9	2	12	-7	-2.3	-14	102	5
30	O=C(Nc1ccc(S(=O)(=O)NCc2ccccc2)cc1)Nc1ccc2c(c1)OCO2	3	3	-5	-6	-2	-3	0.5	-12	88	3
31	O=C(c1ccc(S(=O)(=O)c2ccccc2Cl)c([N+](=O)[O-])c1)N1CCCCCC1	0	5	-11	-1	-38	1	6.0	-19	99	3
32	Cc1ccn(CC(=O)N2N=C(C(F)F)CC2(O)C(F)F)n1 (configuration not stated)	2	1	2	-9	1	9	-0.2	-2	104	-1
33	Cc1ccccc1S(=O)(=O)c1c(C)cc(C)n(C)c1=O	-2	1	-17	1	15	2	-2.9	-2	84	0
34	CCn1c(N)c(C(=O)N2CCOCC2)sc1=S	2	2	-2	-12	-12	-1	2.1	-17	127	0
35	CC1=C(C(=O)OC(C)C)C(c2cccs2)NC(=O)N1 (configuration not stated)	3	-3	-7	-2	1	-1	-0.1	7	95	1
36	CCc1ccc(N2CC(C(=O)OCC(=O)c3c(N)n(CC(C)C)c(=O)n(C)c3=O)CC2=O)cc1 (configuration not stated)	-1	0	0	-6	9	0	-1.8	0	105	0
37	CCOc1ccc(NC(=S)NCCCc2ccccc2)cc1	-6	1	-12	-3	-11	14	2.2	-2	112	-1
38	COc1ccc(OC)c(/C=N\NC(=O)CC(=O)NCCc2ccccc2)c1	0	4	-7	2	6	42	-1.4	-10	98	3
39	O=C(c1ccccc1)N1CCN(c2ccc([N+](=O)[O-])c(NCc3ccco3)c2)CC1	-1	-1	-14	0	5	18	-0.8	2	104	2
40	Cc1ccc(C(=O)NNc2cc(=O)n(C)c(=O)n2C)cc1C	-3	0	-3	-8	29	-4	-5.9	1	99	1

The list continues:
no.	Compound	DAGLB inh	HTR5A ag	PKA-R1A act	PKA-R2B act	OPRM1-OPRD1 inv	Arr AP2 block	OPRM1-OPRD1 ag	HTR5A inv ag	DSG3 Ab inh	V-ATPase pH
41	Cc1cc(C)nc(/N=C2\NC(=O)CC3C(=O)NCCN23)n1 (configuration not stated)	-2	-1	7	7	2	26	-0.3	5	101	-1
42	O=C(NCCCN=C1NS(=O)(=O)c2ccccc21)c1ccco1	-1	-3	-8	-5	15	6	-2.6	25	100	0
43	[O-][n+]1onc2c1C(N1CCOCC1)CCC2N1CCOCC1 (configuration not stated)	0	-2	6	2	13	6	-3.1	4	107	-4
44	Nc1cccc2c1C(=O)N(C(=O)/C=C/c1cccc(F)c1)C2=O	3	-2	6	5	5	0	-0.8	4	106	-5
45	CCn1c(SCC(=O)Nc2cccc(OC)c2)nc2c(c1=O)SCC2	2	2	5	4	7	-9	-1.1	-5	108	3
46	COc1ccc(C(=O)NC(=S)Nc2ccc(Cl)cn2)cc1OC	-3	0	-9	-12	-8	18	1.1	-1	99	1
47	Cc1cc(C(=O)N2CCN(Cc3ccccc3)CC2)on1	-1	2	-3	0	18	-3	-3.5	-6	107	0
48	N#C/C(=C\c1ccc(Cl)cc1)C(=O)NC1CC1	-2	-2	-19	3	7	-17	-1.4	6	.	-4
49	COc1ccc(NS(=O)(=O)c2ccc(C)c(NC(=O)CN3C(=O)NC4(CCCC4)C3=O)c2)cc1	-1	0	1	-9	15	-6	-4.1	10	112	-3
50	CC(Sc1nnc2n1CCCCC2)C(=O)Nc1cccc(S(=O)(=O)N2CCOCC2)c1 (configuration not stated)	-1	3	-12	9	2	9	-0.3	-12	106	-6
51	Cn1c(N)c(C(=O)COC(=O)c2ccc(OC(F)F)cc2)c(=O)n(C)c1=O	0	-3	6	-2	22	16	-5.7	8	101	.
